Screening data deposited in PubChem by several laboratories.
Keap1-Nrf2 PPI: Keap1-Nrf2 protein-protein interaction inhibitors, primary screen, biochemical, fluorescence polarization, single point. AID 504523, 2011. Keap1 Kelch-Nrf2 peptide fluorescence polarization, 1536-well. inhibition, % at 9.4 µM. 340,000 tested, 0.15% active. Kelch-like ECH-associated protein 1 (Homo sapiens), Q14145; in the data active means inhibition above about 12%;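 further: human Keap1 Kelch domain with fluorescein labeled Nrf2 9mer peptide probe; 0% = neutral control wells and 100% = peptide positive control; higher means more block of Keap1 binding to Nrf2 peptide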
V-ATPase pHluor: regulators of yeast V-ATPase proton pumping, primary screen, pHLuorin cytosolic pH fluorescence; S. cerevisiae; response, % at 10 µM; 350,000 tested, 0.37% active; in the data active means response mostly above about 7.3%, no sharp cut-off; inactive means mostly below about 5.4%; further: actives read high; inactives centre near 0; some compounds called inactive have numbers as strong as hits
RTF Ca sens inh: cardiac RTF calcium sensitivity inhibitors, primary screen, biochemical, IANBD-TnC fluorescence, EC70 calcium | AID 493244, 2011 | IANBD-labeled cardiac RTF, Ca2+ fluorescence | inhibition, % at 7.15 µM | 340,000 tested, 0.12% active;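 active means inhibition above the mean inhibition of all tested compounds plus 3 SD, cut at about 17% in these data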;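 further: assay run at fixed EC70 calcium of 1.6 mM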
Arr AP2 block: inhibitors of beta-arrestin/AP2 binding, primary screen, biochemical, GPCR trafficking, flow cytometry | beta-arrestin 1 C-terminal peptide binding to AP2 beta2-adaptin appendage (human) | FITC-arrestin peptide / GST-AP2 beads; AP2 beta2 appendage carries R879A mutation | inhibition, % at 10 µM | 340,000 tested, 0.31% active | AID 504490, 2011;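 active means inhibition above a set limit, near 3 SD of compounds lacking own fluorescence, cut at about 54% in these data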;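 further: plate controls were DMSO wells for no effect and 5 µM unlabelled arrestin peptide for full effect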
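system = GST-tagged AP2 beta2-adaptin appendage (R879A) on 4 µm glutathione beads | reagent = FITC-labelled arrestin peptide probe, 50 nM final | schedule = compound with beads 12 min RT, then probe 1 h RT | signal = HyperCyt-sampled flow cytometry, FL1 channel, ex 488/em 535 nm | read-out = percent response from loss of bead-bound FITC fluorescence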
CAL PDZ FP-1: untagged CAL PDZ binding inhibitors, primary screen, biochemical, fluorescence polarization, HTS. Golgi-associated PDZ and coiled-coil motif-containing protein (Homo sapiens), Q9HD26. purified CAL PDZ, TMR-peptide fluorescence polarization, 1 h. inhibition, % at 24.9 µM. 300,000 tested, 0.92% active. AID 602252, 2012;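 active means mean inhibition of at least 30% with at least half of replicates also reaching 30%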;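 further: 0% = DMSO neutral control and 100% = excess unlabeled competitor peptide PRC23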
LANA DNA inh: inhibitors of KSHV C-LANA binding to DNA, primary screen, biochemical, fluorescence polarization, FAM-LBS DNA, MBP-C-LANA, single point; Kaposi's sarcoma herpesvirus LANA C-terminal domain (residues 932-1162) DNA binding; inhibition, % at 9 µM; 340,000 tested, 0.078% active; AID 504423, 2011;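 active means highest replicate inhibition at or above 60% at 9 µM, even if other replicates fall short; inactive means all replicates below 60% inhibition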;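 further: 0% = neutral control wells and 100% = 4 µM acridine orange control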
DSG3 Ab inh: inhibitors of pemphigus antibody binding to DSG3, primary screen, biochemical, bead-based, flow cytometry, scFv-GFP; Desmoglein-3 (Homo sapiens), P32926; DSG3-coupled beads, scFv-anti-DSG3-GFP binding; active compounds read low; binding (percent of control), % at 10 µM; 310,000 tested, 0.48% active; AID 588358, 2011;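 active means binding more than 3 SD below its plate's average and above zero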;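 further: hits lower antibody fragment binding to DSG3; some compounds called inactive have numbers as strong as hits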
DAGLB inhibitor: DAGLB lipase inhibitors, primary screen, biochemical, fluorescence, HTS; Diacylglycerol lipase-beta (Homo sapiens), Q8NCG7; HEK293T DAGLB membrane lysate, EnzChek fluorogenic substrate; inhibition, % at 5.17 µM; 340,000 tested, 0.059% active; in the data active means inhibition above about 34%;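 further: 0% = enzyme with vehicle and 100% = wells lacking enzyme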
Target sequence (Q8NCG7 whole entry, looked up): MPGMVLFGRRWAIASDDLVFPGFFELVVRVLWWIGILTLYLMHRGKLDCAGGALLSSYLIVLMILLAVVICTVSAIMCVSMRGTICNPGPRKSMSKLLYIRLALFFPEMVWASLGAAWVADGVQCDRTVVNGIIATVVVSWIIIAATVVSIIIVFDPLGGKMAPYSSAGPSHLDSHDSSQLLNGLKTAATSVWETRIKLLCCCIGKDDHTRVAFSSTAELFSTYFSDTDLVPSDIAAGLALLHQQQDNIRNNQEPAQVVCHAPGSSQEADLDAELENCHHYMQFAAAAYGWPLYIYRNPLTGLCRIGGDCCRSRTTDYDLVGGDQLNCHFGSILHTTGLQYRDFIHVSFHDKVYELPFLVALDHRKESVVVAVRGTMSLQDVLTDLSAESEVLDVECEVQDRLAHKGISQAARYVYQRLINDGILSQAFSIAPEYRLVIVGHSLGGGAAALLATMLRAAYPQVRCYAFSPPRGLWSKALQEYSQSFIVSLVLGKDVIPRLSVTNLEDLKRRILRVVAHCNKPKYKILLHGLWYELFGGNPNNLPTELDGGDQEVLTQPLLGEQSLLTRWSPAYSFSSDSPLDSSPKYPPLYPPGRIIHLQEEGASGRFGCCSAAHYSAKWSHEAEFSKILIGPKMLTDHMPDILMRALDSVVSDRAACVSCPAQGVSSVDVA
NSD2 HMT inh: NSD2 histone methyltransferase inhibitors, primary screen, biochemical, AlphaScreen, single concentration, set 2; inhibition, % at 12.5 µM; 310,000 tested, 0.54% active; Histone-lysine N-methyltransferase NSD2 (Homo sapiens), O96028; NSD2 peptide methylation, 120 min; in the data active means inhibition above about 50%
CAL PDZ FP-2: CAL PDZ peptide-binding inhibitors, primary screen, biochemical, fluorescence polarization, Cer-tagged CAL PDZ, HTS; Golgi-associated PDZ and coiled-coil motif-containing protein (Homo sapiens), Q9HD26; purified CAL PDZ, TMR-peptide fluorescence polarization, 1 h; inhibition, % at 20 µM; 330,000 tested, 0.02% active; AID 504414, 2011;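 active means highest replicate inhibition of at least 40%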;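 further: plate controls were DMSO neutral control wells for no effect and unlabeled competitor peptide control wells for full effect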
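Material: tagged CAL PDZ protein CerCALP, purified; buffer or medium: sodium phosphate/NaCl buffer pH 7.4 with TCEP, IgG, Thesit; also added: fluorescent TMR peptide probe; schedule: 1 h incubation at room temperature before polarization reading; technique: fluorescence polarization from S- and P-plane intensities, G-factor corrected; control set: unlabelled peptide and DMSO controls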
An asterisk follows results filed as active; / = no result given. This is a subset. The share of hits here may be higher or lower than overall.

Every second line gives: DAGLB inhibitor, NSD2 HMT inh, V-ATPase pHluor, RTF Ca sens inh, CAL PDZ FP-2, CAL PDZ FP-1, Keap1-Nrf2 PPI, LANA DNA inh, Arr AP2 block, DSG3 Ab inh
- CC12CN3CC(C)(CN(C1)C3c1ccc(Cl)cc1Cl)C2O (centres undefined)
  -2, -1, 4, -8, -1.8, -3, -1, -0.5, 9, 101
- COC(=O)c1ccc(NC(=O)c2ccc(CN3CCOCC3)cc2)cc1
  3, -1, 3, 1, -1.0, 1, -1, 3.4, 5, 106
- c1ccc(CN2CCN(c3nc(NCc4ccco4)c4ccccc4n3)CC2)cc1
  -1, 0, -1, -1, /, -3, 1, -0.1, 15, 103
- Cc1ccc2nc3c(cc2c1)CN(Cc1ccco1)C(=NCC1CCCO1)S3 (centres undefined)
  -10, /, 1, -3, -2.8, -2, -4, -1.0, 8, 100
- COC(=O)CCc1sc(NC2CCCCC2)nc1-c1ccc(OC)cc1
  2, 0, 2, -6, 0.0, -4, -6, -0.1, 1, 103
- O=C(CNC(=O)/C=C/c1ccco1)N=Nc1c(O)[nH]c2ccccc12
  2, 8, 0, -3, -1.8, -5, -5, 0.2, -1, 45*
- O=C(Cn1c(=O)oc2ccccc21)N1CCN(c2ccccc2)CC1
  0, 1, 3, 7, -0.1, 5, -1, -3.7, 4, 108
- Cc1nc2ccccn2c1-c1ccnn1S(=O)(=O)c1ccc(F)cc1
  0, 3, 4, -4, -1.3, /, 3, 1.0, 3, 114
- CCOC(=O)CC(=O)CSc1nc2c(C)c(C)ccc2cc1C
  -7, /, 2, 1, -0.2, -1, -4, -1.2, 2, /
- C=CCOc1ccc(/C=C2\SC(N)=NC2=O)cc1OC
  -3, /, 1, -6, -3.3, /, -5, 0.3, -5, 94
- Cc1nc2c(C)cccc2cc1C(=O)N/N=C/c1cccc([N+](=O)[O-])c1
  -20, -2, -2, -7, -1.0, 10, -1, 0.6, 13, 101
- O=C(OCc1ccc([N+](=O)[O-])cc1)C1CC(=O)N(Cc2ccccc2)C1 (centres undefined)
  -1, 2, 2, 1, 0.3, 10, 0, 0.4, -6, 93
- O=C(NC1CCCCC1)C(c1ccccc1)N(Cc1ccco1)C(=O)c1csnn1 (centres undefined)
  2, -2, 1, 6, -1.9, 0, -2, -1.2, 1, 86
- COc1ccccc1NC(=O)CN(c1ccccc1F)S(C)(=O)=O
  0, 1, -1, -4, -1.9, 0, -4, -0.3, -8, 92
- O=C(Nc1nn[nH]n1)c1cc(-c2ccc(Cl)c(Cl)c2Cl)nc2ccccc12
  -1, 1, 0, 3, -1.1, -2, 1, 0.0, 32, 99
- CCOc1ccc(NC(=S)Nc2cc(C)[nH]n2)cc1
  1, 1, 5, -7, 0.1, 1, -3, 0.6, -10, 117
- COc1ccc(CCC(=O)Nc2ccc(Cn3ccnc3)cc2)cc1
  -1, 1, -3, -9, 13, -8, 2, -0.7, 26, 104
- Cc1cc(/C(=N/O)C(C)(C)NO)ccc1Cl
  0, -1, -2, 0, -0.8, /, -4, -0.4, -5, 111
- Cc1nnc(SCC(=O)Nc2cc(S(C)(=O)=O)ccc2Cl)n1Cc1ccccc1
  0, -1, -2, -2, -1.1, -4, 1, -0.9, -2, /
- CC(=O)CCC(=O)N1CCCC(N2CCN(c3cccc(Cl)c3)CC2)C1 (centres undefined)
  0, 3, -2, 3, -0.9, 6, 2, 1.7, 1, 127

The listing continues:
Every second line gives: DAGLB inhibitor, NSD2 HMT inh, V-ATPase pHluor, RTF Ca sens inh, CAL PDZ FP-2, CAL PDZ FP-1, Keap1-Nrf2 PPI, LANA DNA inh, Arr AP2 block, DSG3 Ab inh
- COC(=O)c1ccc(C2=NOC(C)(c3nnc(-c4cccc(Cl)c4)o3)C2)cc1 (centres undefined)
  -3, /, 1, -3, 0.0, 2, -5, 2.1, 8, 106
- COc1cc(/C=C/C(=O)O)ccc1OS(=O)(=O)c1cc(C)ccc1C
  2, 0, -3, -5, -1.0, -2, 1, -1.2, 4, 117
- N#Cc1ccc(NC(=O)COC(=O)CCc2ccc(S(=O)(=O)N3CCCCC3)cc2)cc1
  -4, -1, 0, -2, -1.2, -8, -6, 1.8, 4, /
- O=C(NNc1c(Cl)cccc1Cl)c1sccc1Cl
  -2, 0, -2, 2, -0.8, -3, 4, 2.0, -13, /
- Cc1nn(S(=O)(=O)c2ccc([N+](=O)[O-])cc2)c(C)c1Sc1ccccc1
  0, 1, 3, -4, 0.7, /, -5, -1.2, 0, 98
- O=C(/C=C/c1ccco1)Nc1ccc2c(c1)OCCO2
  -1, 2, 0, -2, 8.0, -1, -4, 0.3, 6, 105
- Cc1ccc2nc(N3CCN(C(=O)c4ccccc4F)CC3)c(C#N)cc2c1
  -2, -11, -3, -3, -1.2, 0, 6, 6.1, 16, 90
- CCC(NC(=O)CNC(=O)c1ccc2c(c1)OCO2)c1ccc(Br)cc1 (centres undefined)
  2, -4, -2, 1, -1.4, -4, 1, 0.0, -2, 103
- CCc1cc2ccccc2nc1Cl
  -3, -2, -1, -7, -5.9, -2, -4, 1.2, 8, 100
- O=C(Nc1ccc2c3c(cccc13)CC2)c1ccc(Br)o1
  -9, 7, 1, -11, -1.0, -4, -4, -1.5, 35, 104
- COc1ccccc1/C=N/NC(=O)c1nnn(-c2nonc2N)c1-c1cccs1
  -2, 1, -1, -5, -0.8, -1, -6, -0.4, 2, 106
- CC(NCCc1ccc(O)cc1)C(O)c1ccc(O)cc1 (centres undefined)
  3, /, -3, -4, 0.6, 0, -1, -0.6, 13, 102
- Cc1oc(C)c(C(N)=O)c1C(N)=O
  -2, -4, 2, -2, -0.2, 3, -2, 0.3, 23, /
- CC(C)C[C@H](NC(=O)c1[nH]cnc1C(=O)N[C@@H](C)C(=O)OCc1ccccc1)C(=O)OC(C)(C)C
  -5, /, 4, -6, 0.5, -3, 1, 3.3, 9, 105
- Cn1c(=O)c2c(nc(N3CCOCC3)n2C/C=C/c2ccccc2)n(C)c1=O
  /, 0, 1, /, /, /, /, /, -1, 106
- COCCn1c(SCc2ccc(Cl)cc2)nc2c1c(=O)[nH]c(=O)n2C
  0, -4, -1, -11, -1.3, -2, 5, -0.1, -3, 102
- O=C(NCc1ccc(F)cc1)C1CCCN(C(=O)Nc2ccccc2)C1 (centres undefined)
  -1, -4, 6, -7, 0.4, 3, -1, -0.3, -2, 98
- CCCn1c(N)c(N(CCOC)C(=O)c2c(CC)noc2C)c(=O)[nH]c1=O
  -1, -1, 0, -11, -1.9, -1, 0, -3.0, -1, 100
- CCOC(=O)c1cnn2c(N)c(C#N)nnc12
  -1, -2, 0, -7, -2.5, -2, 2, -0.1, 0, 95
- COC(=O)c1ccc(/C=N\N2CCN(c3ccccc3)CC2)cc1
  -1, 19, 0, -2, 1.2, -2, 3, -0.6, 11, 107

Quoted from the listing:
Cc1nn(S(=O)(=O)c2ccc([N+](=O)[O-])cc2)c(C)c1Sc1ccccc1 in NSD2 HMT inh is listed with 1
O=C(/C=C/c1ccco1)Nc1ccc2c(c1)OCCO2 in NSD2 HMT inh is listed with 2

Following part:
Every second line gives: DAGLB inhibitor, NSD2 HMT inh, V-ATPase pHluor, RTF Ca sens inh, CAL PDZ FP-2, CAL PDZ FP-1, Keap1-Nrf2 PPI, LANA DNA inh, Arr AP2 block, DSG3 Ab inh
- COc1ccc(C(=O)CCC(=O)Nc2cc(Cl)c(O)c(Cl)c2)cc1
  -2, 7, -1, -4, 0.0, -3, 5, 2.5, -6, 92
- O=C(CCC(=O)N1CCOc2ccccc21)NCc1cccnc1
  -2, /, -5, 2, -0.6, /, -1, 1.4, 21, 103
- COc1ccccc1CCNC(=O)Cn1ccc2cc(S(=O)(=O)N3CCC(C)CC3)ccc21
  -1, -1, 0, 3, -3.3, -1, 1, 0.6, -2, 101
- CCCc1cnc(N2CCN(C(=O)c3ccccc3)CC2)nc1
  -10, 1, 1, -6, -1.5, /, -1, -1.2, -1, 97
- CC(Oc1ccc(Cl)cc1)C(=O)Nc1ccccc1N1CCOCC1 (centres undefined)
  -7, -3, 4, -9, 0.5, 17, -3, 0.9, -2, 119
- O=C(CCCNC(=O)c1ccc(Cl)cc1)Nc1ccc(F)c(S(=O)(=O)N2CCOCC2)c1
  1, /, 0, -7, -4.7, -3, -3, -1.9, 0, 94
- CN(C)C=Nc1ccc([N+](=O)[O-])c2ccccc12
  3, 14, 0, /, /, /, /, /, /, 101
- O=C(C[n+]1cccc(C(=O)N/N=C/c2ccc(Br)cc2)c1)c1ccccc1
  1, 0, -2, 3, 0.7, -4, -1, 1.4, 21, /
- Cc1ccc(OCCn2cc(C#N)c3ccccc32)cc1
  -7, -5, -3, -9, /, -3, -5, 1.4, 3, 99
- N=C1/C(=C/c2cccn2Cc2ccc(Cl)cc2)C(=O)N=C2SC=CN12
  3, 0, -1, 0, 0.3, 1, -3, 2.1, 9, 81
- CCN(CC)S(=O)(=O)c1ccc(N2CC(C(=O)NCCc3c[nH]c4ccccc34)CC2=O)cc1 (centres undefined)
  4, -4, 0, 0, -1.2, -9, /, /, -15, 104
